POLH inh: DNA polymerase eta (human) inhibition; Q9Y253; recombinant Pol eta, fluorescent DNA replication assay; Potency, µM (titrated, usually from 114 µM), inactives show top-dose activity change, negative = inhibition, most hits filed as inhibitors; 390,000 compounds, 1.2% hits; AID 588591; note: potency is the fitted concentration of half-maximal effect; % is set by controls: 0 for no effect and ±100 for the full control effect
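Pol eta at 10 nM preincubated with compounds 15 min at room temperature; reaction started with fluorescent substrate (50 nM final) and read kinetically at 0 and 10 min.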
PGK inhibitor: inhibitors of T. brucei phosphoglycerate kinase; P07378; PGK/GAPDH coupled, Kinase-Glo luminescence, 60 min; Potency, µM (series often up to 57.5 µM), without a hit: at the top dose activity change, negative = inhibition, most hits filed as inhibitors; 380,000 compounds, 0.043% hits; note: potency is the fitted concentration of half-maximal effect; % is set by controls: 0 for no effect and ±100 for the full control effect; nearly all actives have a fitted effect of over 60% in size
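Luminescent ATP detection (Kinase-Glo Plus) follows a 60-minute room-temperature incubation, with wells lacking PGK as controls. Buffer: 100 mM TEA (pH 7.6), 5 mM MgCl2, 0.01% Tween-20. Coupling enzyme GAPDH (100 nM final) supplies unstable 1,3-BPG in-well.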
Anesthetic bind: candidate novel general anesthetic via apoferritin binding. apoferritin/1-aminoanthracene competitive binding, fluorescence. Potency, µM (top dose mostly 77.5 µM), without a hit: at the top dose activity change, negative = displacement, hits mostly inhibitors. 350,000 compounds, 0.074% hits. AID 485281; note: potency is the fitted concentration of half-maximal effect; % is set by controls: 0 for no effect and ±100 for the full control effect; nearly all actives have a fitted effect of over 20% in size
Target sequence (P02791 2-175 limits assumed): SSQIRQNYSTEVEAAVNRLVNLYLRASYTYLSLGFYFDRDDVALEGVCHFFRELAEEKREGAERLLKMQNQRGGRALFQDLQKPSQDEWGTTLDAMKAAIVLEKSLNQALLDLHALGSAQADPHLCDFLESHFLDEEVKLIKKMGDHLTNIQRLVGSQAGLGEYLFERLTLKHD
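Concentration-response curves derived by four-parameter Hill fitting of normalized fluorescence, where compounds displaced 1-AMA from 10 uM horse apoferritin following a brief 10 min room-temperature incubation; propofol titration acted as positive control.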
APE1 inh: APE1 (human) endonuclease inhibition | Potency, µM (doses to about 65.8 µM), without a hit: at the highest dose activity change, negative = inhibition, most hits filed as inhibitors | recombinant APE1, TAMRA/BHQ-2 abasic DNA cleavage fluorescence | 350,000 compounds, 0.35% hits;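 note: potency is the fitted concentration of half-maximal effect; plate controls were vehicle for no effect and reference inhibitor for full effect; nearly all actives have a fitted effect of over 55% in size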
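Activity was derived from the fluorescence gain between first and third kinetic reads (60 s intervals, ex 525/em 598 nm) after 50 nM THF-abasic TAMRA/BHQ-2 duplex was added to 0.75 nM APE1 preincubated 15 min with compound.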
Pol beta inh: DNA polymerase beta (human) inhibition; Potency, µM (titrated, usually from 114 µM), for the others: at the top dose activity change, negative = inhibition, most hits filed as inhibitors; Pol beta primer extension/strand displacement, fluorescence kinetic; 340,000 compounds, 1.3% hits; P06746; note: potency is the fitted concentration of half-maximal effect; % is set by controls: 0 for no effect and ±100 for the full control effect
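Human Pol beta at 10 nM; strand-displacement substrate 50 nM final. Compound exposure 15 min at room temperature before start, reaction 10 min at room temperature.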
POLI inh: inhibitors of human DNA polymerase iota | AID 588590 | Potency, µM (doses to about 115 µM), inactives show at the highest dose activity, negative = inhibition, most hits filed as inhibitors | 390,000 compounds, 1% hits | Pol iota fluorescent replication assay, 10 min | Q9UNA4; note: potency is the fitted concentration of half-maximal effect
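Fluorescent replication assay read twice, at 0 min and 10 min after adding 50 nM (final) substrate. Enzyme (10 nM) and compounds were first incubated 15 min at room temperature; enzyme-free buffer wells were negative controls.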
POLK inh: DNA polymerase kappa (human) inhibition | 400,000 compounds, 0.53% hits | AID 588579 | Q9UBT6 | purified Pol kappa, fluorescent DNA synthesis assay, 10 min | Potency, µM (series often up to 107 µM), inactives show at the top dose activity, negative = inhibition, usual class: inhibitors; note: potency is the fitted concentration of half-maximal effect; % is set by controls: 0 for no effect and ±100 for the full control effect
Target sequence (Q9UBT6 whole entry, looked up): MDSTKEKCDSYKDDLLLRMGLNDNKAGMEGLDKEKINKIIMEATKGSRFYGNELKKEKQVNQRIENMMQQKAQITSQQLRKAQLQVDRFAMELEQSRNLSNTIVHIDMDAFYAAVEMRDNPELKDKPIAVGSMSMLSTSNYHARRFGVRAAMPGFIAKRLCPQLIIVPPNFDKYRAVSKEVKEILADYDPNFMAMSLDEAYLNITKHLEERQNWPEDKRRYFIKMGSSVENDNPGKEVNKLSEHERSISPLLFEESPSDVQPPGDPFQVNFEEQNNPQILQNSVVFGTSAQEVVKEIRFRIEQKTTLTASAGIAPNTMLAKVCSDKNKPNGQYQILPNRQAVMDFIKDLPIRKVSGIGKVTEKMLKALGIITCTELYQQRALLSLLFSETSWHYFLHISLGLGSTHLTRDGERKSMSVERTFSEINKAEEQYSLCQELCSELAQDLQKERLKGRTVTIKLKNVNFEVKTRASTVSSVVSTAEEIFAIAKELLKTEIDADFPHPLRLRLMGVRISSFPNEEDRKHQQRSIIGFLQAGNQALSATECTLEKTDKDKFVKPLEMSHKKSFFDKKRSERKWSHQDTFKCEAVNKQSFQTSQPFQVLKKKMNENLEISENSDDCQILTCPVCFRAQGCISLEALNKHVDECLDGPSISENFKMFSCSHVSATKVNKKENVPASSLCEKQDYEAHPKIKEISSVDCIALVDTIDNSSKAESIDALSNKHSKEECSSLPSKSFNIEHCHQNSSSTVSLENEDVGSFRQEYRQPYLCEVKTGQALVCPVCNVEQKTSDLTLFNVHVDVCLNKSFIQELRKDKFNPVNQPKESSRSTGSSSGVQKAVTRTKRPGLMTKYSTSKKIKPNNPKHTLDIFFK
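50 nM final substrate added after 15 min RT preincubation of 10 nM Pol kappa with compound; fluorescence read at 0 and 10 min.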
RXFP1 antag: RXFP1 (human) relaxin receptor antagonism; Q9HBX9; AID 1259400; HEK293-RXFP1, relaxin-stimulated cAMP HTRF, 30 min; stronger effect = lower value; activity change, negative = inhibition, % at 57.5 µM; 350,000 compounds, 0.59% hits;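 active = activity change of -60% or lower, but not beyond a set lower limit; inconclusive = change between -60% and -40%, or beyond the set limit; inactive = change above -40%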; note: % is set by controls: 0 for no effect and ±100 for the full control effect
BLM helicase inh: Bloom syndrome helicase (human) inhibition | Potency, µM (doses to about 56.1 µM), for the others: at the top dose activity change, negative = inhibition, hits mostly inhibitors | AID 2528 | P54132 | recombinant BLM DNA unwinding, fluorescence dequenching | 350,000 compounds, 0.2% hits;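 note: potency is the fitted concentration of half-maximal effect; plate controls were vehicle for no effect and no enzyme for full effect; nearly all actives have a fitted effect of over 35% in size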
An asterisk follows results filed as active; i = inactive; ? = inconclusive; nt = no result given; [ ] = dose if it differs, or a comment. Unless noted, calls come from the whole dose curve; as a rule, active = well fitted curve in the direction sought with a large enough effect; inconclusive = small, poorly fitted or top-dose-only effect, or another doubt; inactive = no such curve, though single readings can be large; an effect the other way counts as inactive or inconclusive.

Start of the data: the first twelve compounds, ahead of the listing:
SMILES	POLH inh	PGK inhibitor	Anesthetic bind	APE1 inh	Pol beta inh	POLI inh	POLK inh	RXFP1 antag	BLM helicase inh
Cn1nc(C(=O)Nc2ccccc2)c2c1-c1ccccc1S(=O)(=O)C2	-14%	-1%	-12%	22%	22%	18%	-1%	0	2%
O=C(c1ccc(CN2CCOCC2)cc1)N1CCN(Cc2ccccc2)CC1	-10%	-1%	-8%	17%	8%	-11%	-11%	-10	-1%
COc1ccc2c(c1OC)C(=O)N1c3ccccc3SC21 (stereo not drawn)	-5%	i	-16%	-6%	7%	-4%	4%	-6	-5%
CC1CN(CC(=O)Nc2cccc(C(=O)Nc3cccc(C(F)(F)F)c3)c2)CC(C)O1 (stereo not drawn)	-14%	-9%	-16%	1%	2%	-3%	-5%	-2	-8%
O=C(CSc1n[nH]c(-c2ccc(S(=O)(=O)NC3CCCCC3)cc2)n1)N1CCCC1	4%	-7%	-21%	1%	-9%	9%	-3%	5	1%
Nc1nc(N)nc(-c2ccccn2)n1	-12%	-10%	-5%	-6%	-7%	14%	-5%	-8	-7%
CCn1c2ccccc2c2cc(NC(=O)CSc3nccc(=O)[nH]3)ccc21	-27%	-8%	-13%	-6%	0%	132%[activator]	-17%	-27	-3%
CCC(C)c1ccc(S(=O)(=O)N2CC(=O)Nc3ccccc32)cc1 (stereo not drawn)	-28%	-9%	3%	-2%	8%	11%	1%	-14	0%
COC(=O)CN(C#N)c1nc(N(C)C)nc(N(C)C)n1	-8%	7%	-3%	4%	1%	90%[activator]	-1%	-12	0%
Cc1cc(CN(C)C(=O)CC2C(=O)NCCN2CC(c2ccccc2)c2ccccc2)on1 (stereo not drawn)	-14%	-1%	-12%	15%	18%	-7%	5%	?	-6%
O=S(=O)(NC1CCN(S(=O)(=O)c2c(F)cccc2F)CC1)c1ccc2c(c1)OCCO2	-3%	-3%	nt	-10%	nt	4%	-22%	nt	nt
Cc1ccc2cc(CN(Cc3cccs3)Cc3nnnn3CC3CCCO3)c(=O)[nH]c2c1 (stereo not drawn)	-14%	3%[11.5 µM]	-6%	17%	35%	22%	-7%	2	-4%

The listing, repeating the preview:
SMILES	POLH inh	PGK inhibitor	Anesthetic bind	APE1 inh	Pol beta inh	POLI inh	POLK inh	RXFP1 antag	BLM helicase inh
Cn1nc(C(=O)Nc2ccccc2)c2c1-c1ccccc1S(=O)(=O)C2	-14%	-1%	-12%	22%	22%	18%	-1%	0	2%
O=C(c1ccc(CN2CCOCC2)cc1)N1CCN(Cc2ccccc2)CC1	-10%	-1%	-8%	17%	8%	-11%	-11%	-10	-1%
COc1ccc2c(c1OC)C(=O)N1c3ccccc3SC21 (stereo not drawn)	-5%	i	-16%	-6%	7%	-4%	4%	-6	-5%
CC1CN(CC(=O)Nc2cccc(C(=O)Nc3cccc(C(F)(F)F)c3)c2)CC(C)O1 (stereo not drawn)	-14%	-9%	-16%	1%	2%	-3%	-5%	-2	-8%
O=C(CSc1n[nH]c(-c2ccc(S(=O)(=O)NC3CCCCC3)cc2)n1)N1CCCC1	4%	-7%	-21%	1%	-9%	9%	-3%	5	1%
Nc1nc(N)nc(-c2ccccn2)n1	-12%	-10%	-5%	-6%	-7%	14%	-5%	-8	-7%
CCn1c2ccccc2c2cc(NC(=O)CSc3nccc(=O)[nH]3)ccc21	-27%	-8%	-13%	-6%	0%	132%[activator]	-17%	-27	-3%
CCC(C)c1ccc(S(=O)(=O)N2CC(=O)Nc3ccccc32)cc1 (stereo not drawn)	-28%	-9%	3%	-2%	8%	11%	1%	-14	0%
COC(=O)CN(C#N)c1nc(N(C)C)nc(N(C)C)n1	-8%	7%	-3%	4%	1%	90%[activator]	-1%	-12	0%
Cc1cc(CN(C)C(=O)CC2C(=O)NCCN2CC(c2ccccc2)c2ccccc2)on1 (stereo not drawn)	-14%	-1%	-12%	15%	18%	-7%	5%	?	-6%
O=S(=O)(NC1CCN(S(=O)(=O)c2c(F)cccc2F)CC1)c1ccc2c(c1)OCCO2	-3%	-3%	nt	-10%	nt	4%	-22%	nt	nt
Cc1ccc2cc(CN(Cc3cccs3)Cc3nnnn3CC3CCCO3)c(=O)[nH]c2c1 (stereo not drawn)	-14%	3%[11.5 µM]	-6%	17%	35%	22%	-7%	2	-4%
Cc1ccc(SCC(=O)Nc2cccnc2)cc1	3%	-5%	nt	nt	nt	12%	-5%	0	nt
COc1ccc(-n2nc(C(=O)NCC(=O)NCC3COc4ccccc4O3)c3ccccc3c2=O)cc1OC (stereo not drawn)	-12%	i	-1%	-1%	-27%	10%	-2%	12	-4%
CCCCCCSc1nsc(NC(=O)CC(C)C)n1	-20%	-5%	?	3%	-2%	10%	-7%	-15	-1%
O=C(c1ccco1)N1CCN(C2c3ccccc3-c3ccccc32)CC1	-25%	-2%	-9%	-7%	-8%	19%	-10%	7	-11%
COc1ccc(C(=O)Nc2ncc3c(n2)CC(C)CC3=O)cc1 (stereo not drawn)	-4%	10%	-2%	7%	-21%	8%	-10%	-5	-7%
O=C1NC(=O)C2(CCC(C(=O)O)C2)N1 (stereo not drawn)	-15%	-12%	-5%	12%	2%	3%	-3%	0	3%
O=C(NCC1CCCO1)c1cc(S(=O)(=O)N2CCOCC2)ccc1Cl (stereo not drawn)	-5%	i	-2%	19%	-22%	-4%	-9%	-7	1%
Nc1nnc(CC(=O)N/N=C/c2ccccc2OCc2ccccc2F)s1	0%	-9%	28%	-4%	3%	-8%	-6%	-36	-4%
Cc1cc(C(=O)COC(=O)c2ccc([N+](=O)[O-])o2)c(C)n1CC1CCCO1 (stereo not drawn)	-29%	i	?	1%	?	?	-31%	-2	-11%
CC(NC(=O)CN1C(=O)NC2(CCCCCC2)C1=O)c1ccccc1Cl (stereo not drawn)	-3%	i	nt	49%[activator]	nt	-17%	-3%	8	nt
COc1cc(O)cc2occ(-c3ccc(O)cc3)c(=O)c12	-1%	-8%	-3%	-9%	?	?	-23%	nt	-1%
COc1ccccc1CNC(=O)c1c(O)c2cc(OC)c(OC)cc2[nH]c1=O	0%	4%	-4%	5%	2%	11%	-11%	7	-2%
CC[C@]12c3[nH]c4ccc(OC)cc4c3CCN1C(=O)C(CC(=O)NC/C=C(\C)CCC=C(C)C)C[C@@H]2C(=O)N1CCN(C(=O)C2CC2)CC1 (stereo partly drawn)	-13%	4%	nt	10%	nt	3%	-14%	nt	nt

(cont.)
SMILES	POLH inh	PGK inhibitor	Anesthetic bind	APE1 inh	Pol beta inh	POLI inh	POLK inh	RXFP1 antag	BLM helicase inh
COC(=O)CCN1CCC(C(N)=O)CC1	-12%	2%	2%	-3%	29%	23%	-1%	7	-7%
CSc1nc(Cc2ccccc2)nc2ccccc12	1%	-9%	-22%	0%	2%	23%	-4%[60.1 µM]	-10	-4%
Cc1c(C(=O)N(C)C2CCCCC2)sc2nc3ccc(N)cc3n12	nt	nt	-15%	5%	nt	nt	-15%[60.1 µM]	nt	2%
Cc1c(NC(=O)c2coc(=O)c(Br)c2)c(=O)n(-c2ccccc2)n1C	-2%	i	-1%	1%	19%	-13%	-3%	1	3%
C=CCn1c(Cc2csc(N)n2)nnc1SCc1ccc(C(=O)OC)cc1	6%	nt	5%	1%	12%	3%	5%	-1	-1%
Cn1c(=O)c2[nH]c(N=NN3CCCCC3)nc2n(C)c1=O	-15%	i	nt	nt	nt	50%[activator]	-1%	3	nt
Cn1cccc1C(=O)N1CCc2ccccc2C1	-23%	i	-8%	13%	-7%	52%[activator]	-7%	4	0%
Cc1cccc(C(=O)OCC(=O)NCCN2C(=O)CSC2=O)c1[N+](=O)[O-]	-16%	-9%	nt	6%	nt	-20%	12%	-4	nt
Nc1cc(=O)[nH]c(SCc2ccccc2Cl)n1	-14%	-3%	?	-4%	-2%	-20%	-1%	3	1%
CCOC(=O)C1Oc2ccccc2C(c2cccc3ccccc23)=C1C(=O)OC (stereo not drawn)	-13%	1%	-13%[110 µM]	?	nt	15%	-10%	nt	-9%[75.6 µM]
Cc1ccc2cc(CN(CCN3CCOCC3)C(=O)NCc3ccccc3)c(=O)[nH]c2c1C	1%	-5%	-17%	-4%	31%	3%	-15%	-4	5%
COCCN(C(=O)COC(=O)c1cc2ccccc2cc1O)c1c(N)n(Cc2ccccc2)c(=O)[nH]c1=O	-23%	i	nt	24%	nt	18%	-12%	-6	nt
CN(C)CCCOc1nc2c(c(=O)n(C)c(=O)n2C)n1C	0%	-4%	-7%	?	11%	2%	-13%	0	-9%
Fc1ccc(NC(=S)N2CCCC(c3ccccc3)=N2)cc1	-5%	-2%	-3%	-1%	17%	27%	-8%	-5	-8%
CCCCCCCNC(=O)C1(CC2CC(c3cccc(Br)c3)=NO2)CCN(C(=O)OC(C)(C)C)CC1 (stereo not drawn)	-14%	1%	-13%	-19%	7%	43%[activator]	-1%	nt	-8%
Cc1ccc(S(=O)(=O)NCc2csc(-c3cccs3)n2)cc1	-4%	i	-8%	1%	-1%	4%	1%	-3	-4%
O=C(Nc1ccccc1N1CCOCC1)c1ccc(Cl)c(S(=O)(=O)NCc2ccco2)c1	-22%	-8%	?	-1%	-1%	7%	-7%	6	-3%
COc1cc(OC)cc(-c2cc3nc(C)c(CCC(=O)O)c(=O)n3[nH]2)c1	-19%	-15%	2%	-9%	2%	34%	6%	nt	0%
CCOCCCNC(=O)c1oc2ccc3c(c2c1C)C(O)CC(C)(C)O3 (stereo not drawn)	-16%	-3%	-11%	19%	92%	-8%	4%[60.1 µM]	6	-4%

Some of the compounds tested; rates above refer to the full screens.
